# CR mimetic SO – caloric restriction mimetics inhibiting age-related superoxide in yeast | S. cerevisiae aged cells, superoxide DHE fluorescence; stronger effect = lower value | superoxide response (% of plate mean), % at 10 µM | 330,000 tested, 0.18% active | AID 2690;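 active = superoxide response under a set limit, about three screen SD below normal, cut at about 65% in these data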;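 note: yeast aged for seven days with compound at 30 °C before DHE staining; 100% = average MFI of all compound-treated wells on the plate with controls excluded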
# RPL19A TOR yeast – yeast TOR pathway RPL19A-GFP modulation; S. cerevisiae RPL19A-GFP strain, flow cytometry, 3 h; stronger effect = lower value; percent response vs DMSO, % at 10 µM; 330,000 tested, 0.3% active;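 active = percent response vs DMSO below 50%; inconclusive = fewer than 70 events counted for the yeast strain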;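 note: median channel GFP fluorescence of the barcoded RPL19A-GFP strain; ratio of sample median GFP to plate DMSO average so 100% = DMSO; lower means less RPL19A-GFP as with rapamycin TOR inhibition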
# VLA-4 inh – inhibition in a human VLA-4 binding assay; P13612; VLA-4 expressing cells, ligand binding flow cytometry; inhibition, % (about 7 µM as worked out from the volumes in the protocol); 330,000 tested, 0.2% active; AID 2557; in the data active = inhibition above about 50%
# Target sequence (P13612 whole entry, looked up): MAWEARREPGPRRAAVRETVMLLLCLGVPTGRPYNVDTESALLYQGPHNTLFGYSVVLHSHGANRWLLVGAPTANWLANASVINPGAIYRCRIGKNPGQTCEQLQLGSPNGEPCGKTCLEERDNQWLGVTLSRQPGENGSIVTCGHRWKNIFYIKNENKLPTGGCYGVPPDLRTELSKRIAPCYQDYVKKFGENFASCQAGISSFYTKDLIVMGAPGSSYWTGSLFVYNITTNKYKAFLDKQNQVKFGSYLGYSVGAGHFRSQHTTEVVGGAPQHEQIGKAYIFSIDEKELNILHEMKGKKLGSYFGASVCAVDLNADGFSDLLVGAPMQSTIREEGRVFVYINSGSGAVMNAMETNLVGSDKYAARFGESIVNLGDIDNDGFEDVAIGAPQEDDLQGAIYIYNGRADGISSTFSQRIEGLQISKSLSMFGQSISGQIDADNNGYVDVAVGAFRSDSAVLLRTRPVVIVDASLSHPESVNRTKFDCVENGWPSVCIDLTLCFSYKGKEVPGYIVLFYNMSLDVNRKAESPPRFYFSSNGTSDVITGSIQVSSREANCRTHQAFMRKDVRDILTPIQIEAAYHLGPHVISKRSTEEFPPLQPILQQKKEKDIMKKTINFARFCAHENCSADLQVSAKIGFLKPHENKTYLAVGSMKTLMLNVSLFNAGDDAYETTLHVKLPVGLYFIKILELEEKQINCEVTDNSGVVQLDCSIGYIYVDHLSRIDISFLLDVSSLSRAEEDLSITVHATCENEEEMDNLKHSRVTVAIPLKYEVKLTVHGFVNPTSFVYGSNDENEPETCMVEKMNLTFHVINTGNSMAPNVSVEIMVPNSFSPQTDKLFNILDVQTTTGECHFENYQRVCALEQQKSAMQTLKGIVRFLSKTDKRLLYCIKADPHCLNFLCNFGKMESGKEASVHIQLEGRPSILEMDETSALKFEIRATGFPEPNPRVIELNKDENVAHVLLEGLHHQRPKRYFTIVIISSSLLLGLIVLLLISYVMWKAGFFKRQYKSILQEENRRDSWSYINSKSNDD
# LAP4 TOR yeast – yeast TOR pathway LAP4-GFP modulation; 320,000 tested, 0.34% active; S. cerevisiae LAP4-GFP multiplex, flow cytometry GFP, 3 h; median GFP as percent of DMSO wells; GFP response vs DMSO, % at 10 µM;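 active = GFP response vs DMSO above a set limit, about the screen mean plus 3 SD, cut at about 150% in these data; inconclusive = under 70 cell events counted for the yeast strain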
# MEP2-GFP yeast – alters MEP2-GFP fluorescence in TOR pathway yeast screen. 330,000 tested, 0.51% active. AID 2016. S. cerevisiae MEP2-GFP strain, flow cytometry GFP, 3 h; 100% = DMSO control level. GFP response vs DMSO, % at 10 µM;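 active = GFP response versus DMSO above a set limit, roughly screen mean plus 3 SD, cut at about 180% in these data; inconclusive = fewer than 70 cells counted for a yeast strain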;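 note: median GFP fluorescence of the barcode-gated MEP2-GFP cells per well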
# CIT2 TOR yeast – alters CIT2-GFP fluorescence in TOR pathway yeast screen; GFP response vs DMSO, % at 10 µM; 320,000 tested, 0.065% active; S. cerevisiae CIT2-GFP strain, flow cytometry, 3 h; 100 means same as DMSO wells;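 active = GFP response relative to DMSO above a set limit, near the screen mean plus 3 SD, cut at about 150% in these data; inconclusive = Fewer than 70 cells measured for a yeast strain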;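 note: ratio of well median GFP fluorescence to mean of DMSO wells on the plate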
# AGP1-GFP MLPCN – yeast TOR pathway AGP1-GFP modulation; GFP response vs DMSO, % at 10 µM; 320,000 tested, 0.02% active; S. cerevisiae AGP1-GFP multiplex flow cytometry, 3 h; GFP as percent of DMSO wells;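 active = GFP response relative to DMSO above a set limit, near screen average plus 3 SD, cut at about 150% in these data; inconclusive = fewer than 70 cells counted for the yeast strain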;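 note: median GFP channel fluorescence of the gated AGP1 strain per well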
# GRK2 inh – blocks RNA aptamer binding to human GRK2 | bead flow cytometry, FAM-aptamer displacement from GRK2 | P25098 | 330,000 tested, 0.59% active | inhibition of aptamer binding, % at 10 µM;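 active = inhibition of aptamer binding above 40%, roughly 3 SD of noise, on plates passing a quality check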;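 note: median bead fluorescence of bound FAM aptamer so fluorescent compounds give negative values; no value below 0 was filed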
# * hit, by the source's call; i = inactive; ? = inconclusive; . = no result given. Not a hit list, and some 1.7% of all compounds hit somewhere here.
SMILES,CR mimetic SO,RPL19A TOR yeast,VLA-4 inh,LAP4 TOR yeast,MEP2-GFP yeast,CIT2 TOR yeast,AGP1-GFP MLPCN,GRK2 inh
CCN(CC)S(=O)(=O)c1csc(C(=O)NCc2ccccc2)c1,97,91,9,87,96,94,92,0
CC(=O)c1cccc(S(=O)(=O)NC(C)C2CC3CCC2C3)c1 (stereo not drawn),95,95,2,80,98,93,89,1
O=C(CS(=O)(=O)c1ccc(F)cc1)NCCS(=O)(=O)c1ccccc1,90,100,13,99,100,104,99,3
COC(=O)c1cc(COC(=O)c2cccnc2SC)oc1C,98,99,12,94,101,.,96,0
COc1ccc(OC(=O)C(C)N2C(=O)c3ccccc3C2=O)cc1 (stereo not drawn),89,105,4,96,113,102,105,1
CCCCn1c(=O)[nH]c(=O)c2c1nc(-c1cc3c(cc1Br)OCO3)n2C,90,91,-4,85,94,95,93,2
O=C(Nc1cc([N+](=O)[O-])ccc1C(=O)Nc1cccnc1)c1ccccc1,96,100,25,97,99,96,99,1
O=C(/C=C/c1ccc2c(c1)OCO2)NCCS(=O)(=O)N1CCN(c2ccc(F)cc2)CC1,107,98,11,98,100,105,102,0
COCCn1c(-c2ccc(Cl)cc2)cnc1SCC(=O)NCCc1ccc(OC)c(OC)c1,101,103,-17,94,107,108,98,0
COC(=O)Cn1cc(/C=C(/C#N)C(=O)N2CCOCC2)c2ccccc21,107,93,9,95,91,91,94,1
COc1ccc(NC2CCCN(C(=O)c3ccc(OC)o3)C2)cc1 (stereo not drawn),98,97,.,99,100,93,96,1
Cc1cc(C)c(C)c(S(=O)(=O)N2C(=S)NC(=O)C2C(C)C)c1C (stereo not drawn),100,108,-6,94,105,113,109,0
COC(=O)c1ccc(OS(=O)(=O)c2ccc(NC(C)=O)cc2)cc1,104,93,-7,92,81,88,100,0
CN(C)S(=O)(=O)c1ccc(Cl)c(NC(=O)CN2C(=O)NC3(CCc4ccccc43)C2=O)c1 (stereo not drawn),87,101,-2,98,99,110,103,1
Cn1nc(CC(=O)Nc2ncc(Br)s2)c2ccccc2c1=O,105,64,31,92,158,99,26,4
O=C(CCn1cnnn1)Nc1ccccc1F,91,104,6,97,104,98,111,0
CN(c1ccccc1C(=O)Nc1ccc(S(=O)(=O)N2CCOCC2)cc1)S(=O)(=O)c1ccccc1,99,106,-9,111,118,116,106,0
C=CCN=C(NC#N)SCc1ccccc1,122,97,7,98,103,91,98,1
Clc1ccc(CNCCCSc2ncccn2)cc1Cl,92,89,i,77,87,94,85,0
O=C1CN(C(=O)CNCc2ccccc2)c2ccccc2N1,100,102,9,104,99,98,107,0
COc1ccc(CN2CCC(N3CCC(C(=O)N4CCOCC4)CC3)CC2)c(F)c1,83,91,-1,100,96,91,.,0
O=C(CN(Cc1ccccc1)C(=O)CCC(=O)Nc1nccs1)NCC1CCCO1 (stereo not drawn),93,103,-4,93,107,113,98,1
COc1ccc(NC(=O)CSc2c(C)n[nH]c2C)cc1,107,93,0,109,104,105,95,0
COc1ccc(CC(=O)Nc2ccccc2-c2ccccc2)cc1OC,104,95,5,107,104,90,96,1
CCN(CC)CCCNC(=O)c1cc2nc3c(c(C(F)(F)F)n2n1)CCc1ccccc1-3,111,96,25,110,100,82,96,0
O=C1N[C@@H](Cc2c[nH]c3ccccc23)COC(=O)[C@@H](Cc2ccc(F)cc2)C/C=C\C[C@H]1CC(=O)N(CCO)Cc1ccccc1,123,92,19,96,95,90,97,0
COC/C=C/C1=CC2=CC(=O)C(C)(OC(=O)c3cnc4ccccc4n3)C(=O)C2=CN1CCc1ccccn1 (stereo not drawn),99,101,-17,95,101,99,104,0
O=C(C1CC1)N1CCc2cc(Br)cc(S(=O)(=O)NCCCN3CCCC3)c21,96,102,-1,104,104,114,108,0
COc1ccccc1CCNC(=O)c1cccc(S(=O)(=O)NCc2ccccc2)c1,99,89,-4,89,92,93,77,1
Cc1ccc(NC2CC(=O)N(c3cccc([N+](=O)[O-])c3)C2=O)cc1 (stereo not drawn),101,93,18,101,99,91,94,1
O=C1COc2ccc(C(=O)COC(=O)c3ccccc3F)cc2N1,98,99,-8,105,106,99,99,3
O=C(Nc1c(F)c(F)c(F)c(F)c1F)C1CCCCC1,91,103,-10,96,105,107,110,0
N#Cc1c(N)nc2c(c1-c1ccncc1)CCCCCC2,88,94,1,94,97,.,87,0
COc1cc(/C=N/NC(=O)CC#N)cc(Br)c1O,92,92,-3,101,101,111,89,1
O=C(C1CC1)N1N=C(c2ccncc2)CC1(O)C(F)(F)F (stereo not drawn),92,98,-12,101,98,101,97,1
Cc1cc(C)cc(N2CC(C(=O)OCC(=O)Nc3cc(C)on3)CC2=O)c1 (stereo not drawn),112,96,4,105,102,88,99,5
N#Cc1c(N)n(CCNC(=O)c2cccs2)c2nc3ccccc3nc12,101,94,-22,100,102,96,93,1
COc1cccc(/C=N/NC(=O)c2ccccc2NC(=O)c2ccco2)c1OC,103,101,-6,.,98,.,.,4
CCC(C)NC(=O)c1cn(-c2cccc(C)n2)cn1 (stereo not drawn),105,101,-5,107,100,102,104,0
CC1CCCN(C(=O)CSc2nnc(-c3ccc(O)cc3)o2)C1 (stereo not drawn),97,100,-1,97,102,97,96,0
S=c1[nH]nc(Cc2cccs2)n1-c1ccccc1,79,102,-10,105,103,107,104,0
Cc1cc(C)n(S(=O)(=O)c2ccc(Cl)c(Cl)c2Cl)n1,74,103,-12,101,101,104,104,0
Cc1ccc(C)c(CSc2nnc(C)c(=O)n2N)c1,100,99,8,108,113,106,108,1
Cc1ccc(C(=O)N2CCN(S(=O)(=O)c3ccccc3[N+](=O)[O-])CC2)o1,113,97,3,114,104,99,101,0
CC1(C)CC(=O)C=C(OC(=O)c2ccc(Cl)cc2)C1,105,?,6,?,?,?,?,4
COc1ccc(N=C2SC(CC(=O)Nc3ccccc3)C(=O)N2Cc2ccccn2)cc1 (stereo not drawn),87,99,6,100,107,97,100,0
Cc1ccc(CNS(=O)(=O)NCc2ccccc2)cc1,85,107,1,102,96,103,110,21
CC(=O)CC(CC(=O)NC1CCCCC1)c1ccccc1 (stereo not drawn),92,97,11,106,98,101,113,6
CCOC(=O)C(/C(C)=N/NC(=O)c1ccccc1[N+](=O)[O-])C(C)C (stereo not drawn),123,97,-3,99,102,100,100,5
C[C@H](CO)N1C[C@H](C)[C@@H](CN(C)C(=O)Nc2ccc3c(c2)OCO3)Oc2ccc(NS(=O)(=O)c3ccc(F)cc3)cc2C1=O,77,106,17,99,101,98,106,0
CCc1cc(=O)oc2cc(C)cc(O)c12,96,100,-12,99,111,100,99,2
O=C(CCNS(=O)(=O)c1ccc(Br)cc1)N1CCCCCCC1,99,95,13,116,99,94,113,0
CC1=CC2=NCC(O)CN2C=C1 (stereo not drawn),84,95,-5,102,101,100,100,0
O=C(O)COCc1nc2ccccc2s1,102,99,3,101,101,101,92,3
COc1ccc(-c2nc3nc(N)nn3cc2C)cc1F,112,96,11,99,100,92,99,3
O=C(N/N=C/c1ccncc1)c1nc2ccccc2c(=O)[nH]1,102,113,10,100,110,108,103,0
S=C(/N=c1/sccn1Cc1ccccc1)NC1CC1,102,96,-2,111,97,101,91,0
Cc1ccccc1C(=O)NCCSc1ccccc1,89,96,-19,96,98,99,97,0
O=C(CSc1nnc(NC(=O)Cc2ccccc2)s1)NCC1CCCO1 (stereo not drawn),107,99,0,114,106,107,119,2
Cc1onc(-c2ccccc2Cl)c1C(=O)NNC(=O)c1ccccc1F,99,99,1,113,127,107,102,0

# Single records, from the list above. Values in the order: CR mimetic SO	RPL19A TOR yeast	VLA-4 inh	LAP4 TOR yeast	MEP2-GFP yeast	CIT2 TOR yeast	AGP1-GFP MLPCN	GRK2 inh
# Cc1onc(-c2ccccc2Cl)c1C(=O)NNC(=O)c1ccccc1F across the screens: 99	99	1	113	127	107	102	0
# CC1(C)CC(=O)C=C(OC(=O)c2ccc(Cl)cc2)C1 across the screens: 105	?	6	?	?	?	?	4
# O=C(O)COCc1nc2ccccc2s1 across the screens: 102	99	3	101	101	101	92	3
# S=C(/N=c1/sccn1Cc1ccccc1)NC1CC1 across the screens: 102	96	-2	111	97	101	91	0
# O=C(CCNS(=O)(=O)c1ccc(Br)cc1)N1CCCCCCC1 across the screens: 99	95	13	116	99	94	113	0

# Carrying on:
SMILES,CR mimetic SO,RPL19A TOR yeast,VLA-4 inh,LAP4 TOR yeast,MEP2-GFP yeast,CIT2 TOR yeast,AGP1-GFP MLPCN,GRK2 inh
Cc1ccc(N(C(=O)c2csnn2)C(C(=O)NC(C)(C)C)c2ccncc2)cc1 (stereo not drawn),104,110,21,97,87,61,65,0
COc1ccc(CS(=O)c2nc(C)cc(C)c2S(C)(=O)=O)cc1 (stereo not drawn),88,100,1,113,97,106,115,1
Cc1cc2nc(C3CCN(CC4COc5ccccc5O4)CC3)[nH]c2cc1C (stereo not drawn),86,93,16,96,98,94,100,0
COc1ccccc1N1CCN(S(=O)(=O)c2c(C)[nH]c(C)c2C(=O)N2CCCC2)CC1,88,102,32,114,113,105,104,1
O=C(CC(c1ccccc1)c1cc(Br)ccc1O)NCCCN1CCOCC1 (stereo not drawn),100,109,7,94,107,109,107,0
Cc1cccc(CN2C(=O)/C(=C\c3ccc(C(=O)NCCCN4CCN(C)CC4)cc3)Oc3ccccc32)c1,100,91,2,164*,90,71,82,0
O=c1[nH]c2ccsc2c(=O)n1CCO,107,98,11,113,100,108,105,1
O=C(CN(Cc1ccco1)C(=O)c1cc(=O)[nH]c2ccccc12)Nc1ccccc1C(F)(F)F,92,99,9,102,96,102,98,3
CCOc1cccc(C2/C(=C(\O)c3ccc4c(c3)OCCO4)C(=O)C(=O)N2Cc2ccncc2)c1 (stereo not drawn),108,96,2,97,130,104,97,1
C=CCNC(=O)CSc1nnc(-c2ccccn2)n1Cc1ccccc1,70,94,2,110,92,103,98,1
Cc1ccc(N(CC(=O)N2CCOCC2)S(=O)(=O)c2ccccc2)cc1,88,96,0,106,102,114,104,7
COC(=O)C1CSc2[nH]c(=O)sc2C1c1ccc(O)c(OC)c1 (stereo not drawn),108,91,1,99,94,99,98,0
O=c1cc(CN2CCOCC2)nc(C2CC2)[nH]1,97,96,-1,91,98,88,96,0
OCC1(CCOc2ccccc2)CCN(Cc2ccc3cccc(F)c3n2)CC1,102,96,17,103,104,110,111,0
COc1ccc2[nH]cc(C(=O)CN3CCCC(C)(C)C3)c2c1,102,100,-4,105,104,97,102,0
Nc1nc(C23CC4CCC(CC(C4)C2)C3)cs1,115,97,16,92,88,101,97,0
COc1ccccc1-c1nnc(SCC(=O)Nc2cccnc2Cl)n1C,97,102,18,103,98,102,103,0
CC(c1nnc(SCC(=O)Nc2ccc3[nH]c(=O)[nH]c3c2)n1Cc1ccccc1)N(C)C (stereo not drawn),100,104,-1,96,107,101,104,0
O=C(Cc1cccs1)Nc1nnc(COc2ccccc2)s1,96,110,-4,103,106,114,105,3
CCc1cc2c(NC(Cc3ccccc3)C(=O)O)nc(C)nc2s1 (stereo not drawn),106,102,-2,98,112,112,104,0
O=C(NCC(c1cccnc1)N1CCN(c2ccccc2F)CC1)C1CCCCC1 (stereo not drawn),136,104,1,98,101,98,102,0
CCNC(=O)COc1ccc(C=O)cc1OC,101,100,33,91,102,98,94,0
COC(=O)N/N=C\c1cccc(OC(=O)c2cccs2)c1,97,92,6,114,100,90,94,1

# Compound activity (PubChem)
